Source: PubChem BioAssay (National Center for Advancing Translational Sciences (NCATS))
S3 lipid droplet: qHTS Assay for Lipid Storage Modulators in Drosophila S3 Cells; Drosophila S3 cells, BODIPY lipid droplet fluorescence, 18-24 h; cells fed with added oleic acid; Potency in µM for hits, for the others lipid storage change, negative = inhibition, % at the top dose, mostly 46.1 µM; 320,000 tested, 0.64% active; AID 2685; active = well fitted inhibition curve with a large enough effect in the signal ratio, with a control signal flat, not every such curve was filed as active; inconclusive = small, poorly fitted or top-dose-only effect, or effect the other way, or a change in a side signal; the % refers to the signal ratio
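Drosophila S3 cells got compounds at several concentrations plus oleic acid (400 uM solution). Laser-scanning cytometry with 488 nm excitation read lipid droplets at 500-530 nm and cells at 575-640 nm. Percent activity was relative to 20 uM Triacsin C.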
S3 lipid droplet cell count max: second read-out of S3 lipid droplet, no call of its own (marks repeat the call); cell number change, %; measured here: cell count max response;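 cells counted by Cell Tracker Red CMTPX staining in the red channel; peak over a dose series mostly up to 46.1 µM; percent activity relative to internal control wells on each plate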
Starred values were filed as active, the others as inactive; i = inactive; ? = inconclusive; / = not tested or not shown. % is scaled to controls: 0 for no effect and ±100 for the full control effect; potency is read from the fitted curve at half-maximal effect. This is a subset, so the mix of outcomes need not match the whole.

SMILES | S3 lipid droplet | S3 lipid droplet cell count max
CC(C)N1CCC(N2CCN(C3CCCCC3)CC2CCO)CC1 (stereo unspecified) | 14.1% | 5.7
COC(=O)[C@@H]1CC[C@@](C)(c2ccc(OC)cc2)C1(C)C | 13.8% | /
CC(=O)Nc1ccc2nc(NC(=O)c3cccnc3)sc2c1 | -10.8% | -4.0
CCOc1ccc(-c2c(C(=O)N/N=C/c3ccco3)nnn2-c2nonc2N)cc1 | i | -2.0
O=C(NCCc1ccc(Cl)cc1)C1CC(=O)N(CCc2ccccc2)C1 (stereo unspecified) | ? | /
COc1ccc(/C=N/NC(=O)CN(C2=NS(=O)(=O)c3ccccc32)c2ccccc2)cc1 | ? | /
Cc1c(Br)c(C(F)(F)F)nn1CC(=O)NCc1ccco1 | 1.4% | 10.4
CC(C)C[C@H](NC(=O)c1nc[nH]c1C(=O)NCc1ccc(CNC(=O)OC(C)(C)C)cc1)C(=O)OC(C)(C)C | ? | /
Nc1nc2n(n1)C(c1ccco1)CC(c1ccc(F)cc1)N2 (stereo unspecified) | ? | /
Cc1ccc(Nc2nnc(SCC(=O)Nc3ccc(S(=O)(=O)N4CCOCC4)cc3)s2)cc1 | ? | /
O=C(Nc1cccc(OCC(=O)N2CCOCC2)c1)C1CCCCC1 | i | 8.7
CCOc1ccc(-n2c(SCC(=O)O)nc3sc4c(c3c2=O)CCCC4)cc1 | ? | /
COC(=O)c1ccc(/C=N/NC(=O)C(=O)NCc2ccccc2)cc1 | ? | /
CSc1nc(-c2ccccc2)nc(NC(=O)C(C)C)c1C(C)=O | ? | /
CCc1ccc(S(=O)(=O)NCc2csc(C)n2)s1 | -6.9% | -9.5
CC1CCCCC1NC(=O)CCCCCn1c(=S)[nH]c2ccsc2c1=O (stereo unspecified) | 0.0% | -5.0
CN(C)CCNC(=O)CNC(=S)N(Cc1ccccc1)Cc1cccnc1 | ? | /
COc1cc(SC)ccc1C(=O)OC(C)C(=O)Nc1ccc(NC(C)=O)cc1 (stereo unspecified) | -7.3% | 18.0
O=C(Nc1ccccc1)c1ccc(-c2ccccc2Cl)o1 | ? | /
O=C1CCN(CCc2ccccc2)CCN1[C@H](CSc1ccccc1)Cc1ccccc1 | ? | /
CC1=C(C(=O)Nc2cc(C(=O)NCCCOC(C)C)ccc2C)SCCO1 | -6.8% | 8.7
Cc1cccc(N2CCN(C(=O)Cn3cccc3C(=O)c3ccccc3)CC2)c1C | ? | /
CCOc1ccc(OCC(=O)OCC(=O)NCC2CCCO2)cc1 (stereo unspecified) | ? | /
CCN(CC)CCCn1c(C)cc2c(c1=O)C(c1ccc(OC)c(OC)c1OC)C(C#N)=C(N)O2 (stereo unspecified) | -0.2% | -6.7

Rewritten with values under each structure: part of the list above
The line under a structure holds: S3 lipid droplet, S3 lipid droplet cell count max
CSc1nc(-c2ccccc2)nc(NC(=O)C(C)C)c1C(C)=O
 : ?, /
CCc1ccc(S(=O)(=O)NCc2csc(C)n2)s1
 : -6.9%, -9.5

The listing continues.
SMILES | S3 lipid droplet | S3 lipid droplet cell count max
Cn1c(=O)c2c(nc(N3CCN(Cc4ccccc4)CC3)n2CCCc2ccccc2)n(C)c1=O | 0.6% | -19.6
CCOc1ccc(NC(=O)C2CCCN2S(=O)(=O)c2ccc(OCC)cc2)cc1 (stereo unspecified) | 0.651µM* | 9.7*
CCC1CCCCN1C(=O)CSc1nnc(-c2cccc(Cl)c2)o1 (stereo unspecified) | i | -25.7
O=C1Nc2ccccc2/C1=N\N=C\c1ccc(O)c(O)c1 | -18.6% | -13.0
O=C(c1cccn2c(=O)c3cc(Cl)ccc3nc12)N1CCN(Cc2ccc3c(c2)OCO3)CC1 | ? | /
O=C(CC1SC(=O)N(Cc2ccccc2Cl)C1=O)Nc1nccs1 (stereo unspecified) | 3.8% | 0.2
COc1ccccc1N1CCN(C(=O)CCn2c(=O)[nH]c3ccsc3c2=O)CC1 | 12.2% | -20.1
Cc1cc(C)n(-c2nnc(C)n2NS(C)(=O)=O)n1 | i | /
COc1ccc(C(C)=O)cc1CSc1nnc(-c2ccc(Cl)cc2)n1-c1ccccc1 | ? | /
Cc1ccc(/C(N)=N/OC(=O)c2cccc(Cn3cc(C(F)(F)F)ccc3=O)c2)cc1 | ? | /
C/C(=N/NS(=O)(=O)c1ccc(C)cc1)c1c[nH]c2ccccc12 | ? | /
COc1cccc(CNc2cccc3cccnc23)c1O | ? | /
O=C(CCN1C(=O)c2ccccc2C1=O)C1=NN[C@@H]2C(=O)N(c3cccc(F)c3)C(=O)[C@H]12 | ? | /
CCOC(OCC)P(=O)(C(C)C)C(C)C | -14.2% | -8.5
O=C1CC(NS(=O)(=O)c2cccnc2)CN1c1ccc(Cl)cc1 (stereo unspecified) | ? | /
COc1ccc(C(=O)C2CCCN(Cc3cc(C)c(O)c(C)c3)C2)c(OC)c1 (stereo unspecified) | ? | /
CC1CCN(C(=O)CSc2nnc(-c3ccncc3)n2C)CC1 | 0.4% | 8.4
C/C(N)=C(/C#N)C(=O)CSc1nnc(Cc2ccccc2F)n1N | -123.2% | 14.9
COC(=O)c1[nH]c2cc(C)ccc2c1NC(=O)CN1CCCc2ccccc21 | -14.8% | -13.8
COc1ccc(NC(=O)CSc2nc3[nH]ncc3c(=O)[nH]2)c(OC)c1 | -8.0% | -19.0
COc1ccc(C)cc1S(=O)(=O)N1CCC(C(=O)NCCc2ccccc2)CC1 | ? | /
Cn1nc(C(=O)NC2CCCN(Cc3ccccc3F)C2)c2ccccc2c1=O (stereo unspecified) | ? | /
CC(=O)N1CCN(C(=O)c2ccccc2NS(=O)(=O)c2ccc(F)cc2)CC1 | ? | /
O=C(c1cccnc1)N1CCN(c2ccc([N+](=O)[O-])cc2Cl)CC1 | 11.0% | 0.2
O=c1cc(-c2ccc(O)cc2)oc2c1ccc1ccccc12 | ? | /
CCc1nc2c(oc3ccccc32)c(=O)[nH]1 | -6.7% | 1.3
COc1ccc(C2C=C(C)Nc3nc4ccccc4n32)cc1 (stereo unspecified) | ? | /
CC[n+]1ccc(/C=C/c2c[nH]c3ccccc23)cc1 | ? | /
O=C(c1c(Cl)cccc1Cl)N1CCCCCC1 | ? | /
Cc1ccc(NCC(=O)N/N=C/c2cc3ccccc3nc2Cl)cc1 | ? | /
CCc1cc2cc(C)ccc2nc1SCC(=O)NNC(=O)c1ccco1 | ? | /
CC(=O)N/N=C/c1cc(C(C)(C)C)cc(/C=N/NC(C)=O)c1O | ? | /
CC(C)C(=O)Nc1ccc(C(=O)Nc2nnc(C(C)(C)C)s2)cc1 | ? | /
Cc1cccc(OCCCCCn2ccnc2)c1C | ? | /
O=C(COC(=O)c1ccc(O)cc1)NC1CCCCCC1 | ? | /
Cc1ccccc1CN1[C@@H]2c3ccccc3C[C@@H]2OCCS1(=O)=O | ? | /

Nothing new here: entries from further up.
SMILES | S3 lipid droplet | S3 lipid droplet cell count max
CC(=O)N/N=C/c1cc(C(C)(C)C)cc(/C=N/NC(C)=O)c1O | ? | /
CC(C)C(=O)Nc1ccc(C(=O)Nc2nnc(C(C)(C)C)s2)cc1 | ? | /
Cc1cccc(OCCCCCn2ccnc2)c1C | ? | /
O=C(COC(=O)c1ccc(O)cc1)NC1CCCCCC1 | ? | /
Cc1ccccc1CN1[C@@H]2c3ccccc3C[C@@H]2OCCS1(=O)=O | ? | /

More compounds.
SMILES | S3 lipid droplet | S3 lipid droplet cell count max
CS(=O)(=O)N(CC(=O)NCc1ccncc1)c1ccc(Cl)c(Cl)c1 | 14.7% | 2.8
CCc1ccc(NC(=O)CN2CCC(C(=O)c3ccc(OC)cc3)CC2)cc1 | i | 7.7
O=C(Nc1ncc2c(n1)CC(c1ccccc1)CC2=O)c1ccco1 (stereo unspecified) | 0.4% | 3.7
CN(C)CCNC(=O)CCCNC(=O)Cn1cnc2sc3c(c2c1=O)CCCC3 | ? | /
CCCC(O)(CCC)C(=O)NNc1ccccc1 | ? | /
CC(=O)c1cccc(NS(=O)(=O)c2csc(C(N)=O)c2)c1 | ? | /
O=C1c2ccccc2C(Nc2ccccc2)N1Cc1ccc2c(c1)OCO2 (stereo unspecified) | ? | /
CCCNS(=O)(=O)c1ccc(OCC(=O)N2CCN(c3ccccc3)CC2)cc1 | ? | /
COc1ccc(S(=O)(=O)n2nc(OC(=O)c3c(-c4ccccc4Cl)noc3C)cc2N)cc1 | 6.0% | -20.8
CCc1ccc2ncc(C(=O)c3ccccc3)c(N3CCOCC3)c2c1 | 0.9% | /
CCOc1ccc(N2C(=O)CC(Cc3ccc(Br)cc3)C2=O)cc1 (stereo unspecified) | 6.3% | -21.3
C=C1c2cc(CC)ccc2NC(=O)N1c1ccc(C)cc1 | -14.6% | /

Filtered by structure, those above with a cyano group.
SMILES | S3 lipid droplet | S3 lipid droplet cell count max
CCN(CC)CCCn1c(C)cc2c(c1=O)C(c1ccc(OC)c(OC)c1OC)C(C#N)=C(N)O2 (stereo unspecified) | -0.2% | -6.7
C/C(N)=C(/C#N)C(=O)CSc1nnc(Cc2ccccc2F)n1N | -123.2% | 14.9

More entries
SMILES | S3 lipid droplet | S3 lipid droplet cell count max
NS(=O)(=O)c1ccc(CNC(=O)Cn2nc(C(F)F)cc2C(F)F)cc1 | ? | /
COC(=O)C1=C(C(=O)c2ccc(C)cc2)C(c2ccccc2)n2nnnc2N1 (stereo unspecified) | ? | /
CCOc1ccc(NC(=S)NC(=O)/C=C/c2ccc(OC)cc2)c([N+](=O)[O-])c1 | -3.8% | -5.2
CN(Cc1c(C(=O)N/N=C/c2ccc(O)cc2)nnn1-c1nonc1N)c1ccccc1 | i | -9.2
C/C(CC(=O)Nc1ccccn1)=N\NC(=O)c1ccc2ccccc2c1 | ? | /
O=C(NNC(=O)c1ccccc1Cl)c1cc2cc(OC(F)(F)F)ccc2[nH]1 | 6.9% | -8.7
O=C(/C=C/c1ccc(Br)cc1)NC(=S)NNC(=O)c1ccco1 | -3.3% | -0.1
CCCC(=O)NC(=S)Nc1ccc(N2CCN(C(=O)c3cccs3)CC2)cc1 | ? | /
CCCCNC(=O)/C(C#N)=C/c1cccnc1 | 20.6µM* | /
Cc1ccc(C(=O)Nc2cccc(C(F)(F)F)c2)cc1NC(=O)c1ccno1 | 11.9% | -0.7
Cc1ccsc1C(=O)NCCc1c[nH]c2ccccc12 | ? | /
COc1ccc2c(c1)c1nnc(SC)nc1n2C | ? | /
Cc1cc(N=CC2=C(O)CCCC2=O)no1 | ? | /
CCOC(=O)[C@@H]1[C@H]2COc3ccc(Br)cc3[C@H]2N2C(=O)N(c3cccc(Cl)c3)C(=O)[C@]12C | ? | /
CN=c1oc2ccc(Cl)cc2cc1C(N)=O | i | 5.5
Cc1cc(C)cc(NC(=S)NCc2ccncc2)c1 | 14.8% | -13.3
CC1Cc2ccccc2N1S(=O)(=O)c1cccc(C(=O)N2Cc3ccccc3CC2C(N)=O)c1 (stereo unspecified) | ? | /
COc1ccccc1-c1noc(-c2ccncc2)n1 | ? | /
COC(=O)C1=C(C)N(Cc2ccccc2)C(=NCc2ccc3c(c2)OCO3)N[C@H]1c1ccccc1 | 15.7% | 3.5
c1ccc2c(c1)CC1(CCCC1)n1nnnc1-2 | ? | /
COc1cc(/C=C/C(=O)Nc2cccc(S(=O)(=O)NC3=NCCCCC3)c2)ccc1OCC#N | ? | /
Cc1cc(C)n(CC(O)CN2c3ccccc3Sc3ccccc32)n1 (stereo unspecified) | ? | /
O=C(c1ccco1)N1CCN(c2ccc(S(=O)(=O)N3CCCC3)cc2)CC1 | 11.6% | -6.4
Cc1cc(S(=O)(=O)N2CCCCC2CCNC(=O)C(=O)NCC2CCCO2)ccc1F (stereo unspecified) | ? | /
Cc1ccc(S(=O)(=O)NCC(=O)OCC(=O)Nc2ncc(Cl)cc2Cl)cc1 | i | /
COc1ccc(NC(=O)CSCC(=O)Nc2cc(Cl)ccc2N2CCOCC2)cc1 | ? | /
CCn1cc(CN2CCN(CCC(C)C)C(CCO)C2)c2ccccc21 (stereo unspecified) | -9.1% | 9.3
Cc1ccc(Sc2ncccc2COC(=O)Nc2ccccc2)cc1 | ? | /
C/C(=N/NC(=O)c1cccs1)c1cccc(N)c1 | 2.6% | 5.8
CCN1CCCC(OC(=O)c2cc(-c3ccccc3Cl)nc3ccccc23)C1 (stereo unspecified) | -3.8% | -2.5
O=C(c1ccccc1)N1CCN(C(=O)N2CCCCC2)CC1 | ? | /
CC1(C)Cc2cccc(OCC(N)=O)c2O1 | ? | /
COCCNC(=S)Nc1cc2oc3ccccc3c2cc1OC | ? | /
CCOC(=O)c1cc2sccc2n1CC(=O)Nc1ccc(OC)c(OC)c1 | ? | /
CN(CCNS(=O)(=O)c1ccc2c(c1)oc(=O)n2C)Cc1ccccc1 | ? | /
Cc1ccc(NC(=O)C2CCN(S(C)(=O)=O)CC2)cc1C | 6.51µM* | /
OCC1(Cc2cccc(F)c2)CCN(Cc2ccc3cccc(F)c3n2)CC1 | 10.0% | -14.9
Cc1ccccc1OCCCn1c(=O)sc2ccccc21 | 15.0% | -20.2
Cc1cc(O)cc(O)c1C(=O)Cc1ccccc1 | 20.7% | 13.5
Cc1sc(NC(=O)C2CCCC2)c(C#N)c1C | ? | /
Cn1nnnc1SCC(=O)Nc1ccccc1C(=O)NCc1ccccc1 | i | /
c1nc(NC2CCCC2)c2[nH]cnc2n1 | 7.4% | -4.4
CCOc1ccc(Br)cc1S(=O)(=O)Nc1ccc(C(=O)Nc2ccccc2OC)cc1 | ? | /
CCCn1c(SCC(=O)NCc2ccco2)nc2c1c(=O)n(C)c(=O)n2C | ? | /
CCOc1ccc2cc(C#N)c(SCC(=O)N3CCOCC3)nc2c1 | ? | /
